APJ antagonist: antagonists of human apelin receptor APJ, primary screen, CHO-K1 cells, beta-arrestin complementation, luminescence. inhibition, % at 20 µM. 330,000 tested, 0.32% active. AID 2521, 2010;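 active means inhibition above about 40% at 20 µM, limit read from the data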;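 further: cells challenged with 10 nM apelin-13 agonist together with compound; plate controls were apelin-13 plus DMSO wells for no effect and DMSO wells lacking apelin-13 for full effect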
Target sequence (P35414 whole entry, looked up): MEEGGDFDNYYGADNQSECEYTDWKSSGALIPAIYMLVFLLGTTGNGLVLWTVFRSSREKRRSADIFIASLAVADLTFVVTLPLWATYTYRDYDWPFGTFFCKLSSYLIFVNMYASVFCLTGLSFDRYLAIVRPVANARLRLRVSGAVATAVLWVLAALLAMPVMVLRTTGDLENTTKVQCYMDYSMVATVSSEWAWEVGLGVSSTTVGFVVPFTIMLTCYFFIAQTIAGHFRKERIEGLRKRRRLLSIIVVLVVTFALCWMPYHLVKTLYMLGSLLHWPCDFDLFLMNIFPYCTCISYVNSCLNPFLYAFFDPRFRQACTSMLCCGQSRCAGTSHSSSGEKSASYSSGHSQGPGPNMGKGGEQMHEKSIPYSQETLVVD
tim23-1 inh: growth inhibitors of tim23-1 mutant yeast, primary screen, luminescence, uHTS. inhibition, % at 20 µM. 330,000 tested, 1.3% active. AID 463212, 2010. S. cerevisiae tim23-1 growth, BacTiter-Glo luminescence, 24 h;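 active means growth inhibition of the mutant yeast at or above 50%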;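 further: temperature-sensitive mutant grown at 25 °C; plate controls were DMSO-treated mutant yeast for no effect and medium wells lacking yeast for full effect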
tim10-1 inh: growth inhibitors of tim10-1 mutant yeast, primary screen, luminescence, uHTS; S. cerevisiae tim10-1 ts strain growth, BacTiter-Glo, 24 h; inhibition, % at 20 µM; 330,000 tested, 2.2% active; AID 463190, 2010;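 active means inhibition of at least 40%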;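 further: mutant grown at 25 °C; 0% = DMSO wells with yeast and 100% = wells holding no yeast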
CXCR6 block: CXCR6 receptor inhibitors, primary screen, cell-based, beta-arrestin, luminescence, CHO-K1 PathHunter, 1536-well. C-X-C chemokine receptor type 6 (Homo sapiens), O00574. inhibition, % at 20 µM. 360,000 tested, 0.36% active; in the data active means inhibition above about 34%, passing the limit was not always enough;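 further: antagonist mode with CXCL16 agonist at 10 nM final; 0% = 10 nM CXCL16 with DMSO and 100% = unstimulated wells without agonist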
Target sequence (O00574 whole entry, looked up): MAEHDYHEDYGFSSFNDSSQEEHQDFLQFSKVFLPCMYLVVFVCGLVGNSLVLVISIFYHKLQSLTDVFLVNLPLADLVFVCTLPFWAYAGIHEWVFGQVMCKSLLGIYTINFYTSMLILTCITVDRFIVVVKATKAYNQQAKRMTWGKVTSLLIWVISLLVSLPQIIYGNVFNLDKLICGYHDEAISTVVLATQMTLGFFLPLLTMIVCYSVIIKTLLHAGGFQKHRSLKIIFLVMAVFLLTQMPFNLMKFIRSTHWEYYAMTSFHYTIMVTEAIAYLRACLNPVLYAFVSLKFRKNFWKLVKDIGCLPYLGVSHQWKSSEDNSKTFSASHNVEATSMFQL
APJ ag: agonists of human apelin receptor APJ, primary screen, CHO-K1 cells, PathHunter beta-arrestin, luminescence; P35414; activation, % at 20 µM; 330,000 tested, 0.11% active; 0% DMSO wells, 100% apelin;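 active means activation more than six SD over the plate average, tested at 20 µM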;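 further: 0% = DMSO alone and 100% = apelin-13 at 10 nM; some results filed as inactive read as strong as hits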
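Assay system: CHO-K1 cells stably expressing ProLink-tagged human APJ and arrestin–beta-gal acceptor. Compound dosing: 20 µM single point, 1% DMSO. Times: 16-18 h seeding, 90 min dark compound exposure, 60 min detection. Detection: beta-gal luminescence. Evaluation: APJ–arrestin association signal. Controls: negative DMSO alone, positive Apelin-13 at 10 nM.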
CHOP UPR activ: activators of apoptotic CHOP UPR arm, primary screen, cell-based, CHO-CHOP luciferase reporter, luminescence, uHTS. UPR activation; percent of tunicamycin response over DMSO baseline. activation, % at 10 µM. 330,000 tested, 0.34% active. AID 449763, 2010;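 active means at 10 µM dose, activation of 40% or more, normalized to positive control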;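 further: 100% = tunicamycin at 10 µg/mL and 0% = DMSO alone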
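assay system = CHO CHOP reporter cells | amount = 500 CHO-CHOP cells per well | buffer or medium = F12 with 10% FBS | incubation = 16-18 h cell attachment, then 6 h compound exposure, 37 °C | detection = luminescence read with Steady-Glo | read-out = percent activation relative to tunicamycin control | controls = tunicamycin high control, DMSO low control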
UPR XBP1 act: activators of adaptive XBP1 UPR arm, primary screen, cell-based, CHO-XBP1 luciferase reporter, luminescence, uHTS; IRE1-XBP1 UPR activation; percent of tunicamycin response, DMSO as zero; activation, % at 20 µM; 330,000 tested, 0.33% active; AID 463104, 2010;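 active means versus positive control, 20 µM dose yields 30% or more activation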;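 further: 100% = tunicamycin at 10 µg/mL and 0% = DMSO only wells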
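Material: CHO cell line with stable XBP1 luciferase reporter; schedule: 16-18 h cell attachment at 37 °C, then 6 h compound exposure; signal: glow luminescence from Steady-Glo reagent; medium: serum-containing F12 medium, 10% FBS; benchmarks: tunicamycin 10 µg/mL and vehicle-only wells; read-out: percent activation relative to tunicamycin reference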
Mdm2-MdmX inh: inhibitors of human Mdm2-MdmX association, primary screen, cell-based, luminescence, split luciferase, SaOS-2, uHTS | Protein Mdm4 (Homo sapiens) + E3 ubiquitin-protein ligase Mdm2 (Homo sapiens), … | SaOS-2 split-luciferase Mdm2/MdmX complementation | inhibition, % at 8 µM | 330,000 tested, 3% active;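 active means inhibition of at least 50% at 8 µM in the primary screen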
TIM10 inh: growth inhibitors of isogenic TIM10 control yeast, primary screen, counter-screen for tim10-1 yeast inhibitor project, luminescence, uHTS | S. cerevisiae TIM10 strain growth, BacTiter-Glo luminescence, 24 h | inhibition, % at 10 µM | 330,000 tested, 1.4% active | AID 463195, 2010;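 active means inhibition of 40% or more at the single tested concentration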;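 further: wild-type TIM10 isogenic control strain grown at permissive 25 °C; 0% = DMSO yeast wells and 100% = minimal medium wells without yeast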
* = called active by the depositor; / = not tested or not shown. A portion of the library, so the mix of outcomes need not match the whole.

SMILES	APJ antagonist	tim23-1 inh	tim10-1 inh	CXCR6 block	APJ ag	CHOP UPR activ	UPR XBP1 act	Mdm2-MdmX inh	TIM10 inh
O=C(COc1cccnc1[N+](=O)[O-])N1CCN(C(=O)c2ccco2)CC1	16	4	3	5	-3	-1.1	-1	0	-4
Cc1cc(C)c(NC(=O)c2ccccc2CCc2ccccc2)c(C)c1	7	7	15	8	-3	-2.2	-5	22	0
CC(Sc1nccn1C)C(=O)c1c(N)n(C)c(=O)n(C)c1=O (configuration not stated)	-32	4	-18	1	7	-0.1	-1	0	5
O=C(Nc1ccc2[nH]ncc2c1)c1ccc(F)cc1	-3	6	4	-2	-1	6.8	-4	-5	6
COc1cc(OC)cc(-c2c(-c3cccs3)c3cc(-c4ccc(N(C)C)nc4)ccc3n2C)c1	-10	10	7	-2	2	-0.5	-2	20	-3
Cc1ccc(C(=O)NC2CCCCC2)cc1	-4	16	-7	6	1	0.7	-2	-20	-8
O=C(O)/C=C/C(=O)Nc1c(F)cccc1F	7	1	0	12	0	-2.3	-2	-27	-1
O=C(CNS(=O)(=O)c1ccc(Br)cc1)OCc1cc(=O)n2cc(Br)ccc2n1	-5	11	21	/	0	-1.9	0	-22	-19
COc1ccc(N2C(=O)C(Cl)=C(N3CCCC(C)C3)C2=O)cc1 (configuration not stated)	-4	32	42*	-3	-5	0.5	0	4	28
Nc1nc(SCC(=O)NC2CCCC2)[nH]c(=O)c1NC(=O)c1cccs1	-7	22	-6	4	-2	-3.0	1	-1	17
CCN1CCN(CCC(=O)Nc2cccc(C)c2)CC1	22	-3	-8	0	0	1.4	-5	13	-11
Cc1ccc(-c2nnc(SCC(=O)N3CCCc4ccccc43)n2N)cc1	4	33	31	-4	0	1.8	2	22	12
C/C(=N\Nc1ccc(S(N)(=O)=O)cc1[N+](=O)[O-])c1ccco1	16	-1	13	-2	1	0.2	-3	3	5
Cc1ccc(NS(=O)(=O)c2ccc(-c3ccc(=O)[nH]n3)o2)cc1N(C)C	21	-1	-5	-5	-2	2.0	-5	15	0
CCOc1c(OC(C)=O)ccc(/C=C/c2ccc3cccc(OC)c3n2)c1[N+](=O)[O-]	11	22	21	12	-1	5.1	3	-51	-5
COc1cc(C(C)=O)ccc1OCC(O)CN1CCN(c2ccc(C)c(C)c2)CC1 (configuration not stated)	11	17	5	-2	-1	3.6	-3	0	-4
COC(=O)c1sccc1NC(=O)c1csc(C)c1	23	22	39	5	-7	2.3	5	-1	-15
COc1ccc(NC(=O)c2cc(N3C(=O)C4C5CCC(C5)C4C3=O)ccc2Cl)c(OC)c1 (configuration not stated)	-32	16	16	-4	0	-0.4	-5	-9	3
Cc1cccc(C)c1NC(=S)Nc1ccccc1C(=O)NCc1ccco1	1	17	12	13	0	-1.9	1	0	12
C#CCOCCOCCOCCNc1nc(N2CCN(C(=O)CCCCCCCCCCNC(=O)Cn3cc(C[C@@H](C)O)nn3)CC2)nc(N2CCN(C(=O)CCCCCCCCCCNC(=O)[C@@H](CCC(=O)O)n3cc(CCCCCN)nn3)CC2)n1	21	30	29	-1	-7	0.7	0	2	11
Cc1ccc(-n2nnnc2SCC(=O)NCC2(N3CCOCC3)CCCCC2)cc1	5	21	17	-2	0	2.0	1	22	4
CCCCNC(=O)CCn1c(=O)c2ccccc2n(Cc2ccc(Cl)cc2)c1=O	1	9	9	4	0	0.2	4	7	12
Cc1ccc(C(=O)N2NC(c3ccc(F)cc3)C3C(=O)N(c4ccc(C)c(C)c4)C(=O)C32)cc1 (configuration not stated)	13	-1	-1	6	-2	0.3	-1	13	14
O=C1c2cnc3nc(SCc4ccc(Cl)cc4)nn3c2CC2c3ccccc3CCN12 (configuration not stated)	21	-8	13	3	-5	0.3	-3	29	-8
CCOC(=O)CN(C)C(=O)C1CCCN1C(=O)OC(C)(C)C (configuration not stated)	-8	14	2	-12	3	-0.5	2	-3	4
COc1ccc(CSc2nnnn2C)cc1[N+](=O)[O-]	2	2	7	8	0	3.4	1	-8	-4
O=C(Cc1ccc([N+](=O)[O-])cc1)Nc1ccon1	16	11	5	-10	-4	-0.5	-1	34	0
Cc1ccc(C(C)NC(=S)NCc2ccc(F)cc2)cc1C (configuration not stated)	21	11	28	0	2	5.5	-6	26	-43
Cc1nn(-c2ccccc2)c(C)c1NS(=O)(=O)c1ccccc1	-3	29	24	0	-3	-1.0	2	-27	4
Cc1cccc(NC(=O)CCc2nc3sc4c(c3c(=O)[nH]2)CCCC4)c1	-50	-12	-6	-1	6	-0.7	-6	21	-11

Only TIM10 inh, CHOP UPR activ and APJ ag (five entries from above):
Structure | TIM10 inh | CHOP UPR activ | APJ ag
CCCCNC(=O)CCn1c(=O)c2ccccc2n(Cc2ccc(Cl)cc2)c1=O | 12 | 0.2 | 0
Cc1ccc(C(=O)N2NC(c3ccc(F)cc3)C3C(=O)N(c4ccc(C)c(C)c4)C(=O)C32)cc1 (configuration not stated) | 14 | 0.3 | -2
O=C1c2cnc3nc(SCc4ccc(Cl)cc4)nn3c2CC2c3ccccc3CCN12 (configuration not stated) | -8 | 0.3 | -5
CCOC(=O)CN(C)C(=O)C1CCCN1C(=O)OC(C)(C)C (configuration not stated) | 4 | -0.5 | 3
COc1ccc(CSc2nnnn2C)cc1[N+](=O)[O-] | -4 | 3.4 | 0

(next part)
SMILES	APJ antagonist	tim23-1 inh	tim10-1 inh	CXCR6 block	APJ ag	CHOP UPR activ	UPR XBP1 act	Mdm2-MdmX inh	TIM10 inh
N#Cc1c(NC(=O)Cn2nc(C(F)(F)F)c3c2CCCC3)sc2c1CCC2	-6	-15	2	-7	-5	-0.5	-3	19	-5
O=C(OCC(=O)N1CCN(C(=O)c2ccco2)CC1)c1cc(-c2ccco2)nc2ccccc12	-13	-4	22	-1	-2	2.6	-2	-5	5
Cc1cc(OC(=O)c2cccc(F)c2)c([N+](=O)[O-])c(=O)[nH]1	16	8	-13	2	-4	-2.4	-7	5	7
Cc1cc(C)cc(NC(=O)c2cccc(NC(=O)C3C4CC5OC(=O)C3C5C4)c2)c1 (configuration not stated)	-25	31	4	-3	2	-0.8	0	2	17
Cc1cc(C)n(C(=O)c2ccc(C)c(S(=O)(=O)N3CCCC3)c2)n1	20	14	13	3	-3	-0.7	-3	23	-7
O=C(NCc1cccs1)Nc1ccc2c(c1)OCO2	-11	12	15	-5	-3	2.7	2	-6	-1
COc1ccc(N(CC(=O)Nc2ccc(OC)c(Cl)c2)S(=O)(=O)c2c(C)noc2C)cc1	2	0	26	-1	-2	-2.9	3	-22	-10
CC(C)(C)Cc1nnc(NC(=O)Cc2ccc([N+](=O)[O-])cc2)s1	2	-3	-2	-4	3	1.4	0	-18	-5
COc1ccccc1-c1nc(SCC(=O)N2CCOCC2)n[nH]1	-5	9	-14	-13	-3	5.5	5	-7	12
COc1ccc(NC(=O)NCc2ccc3c(c2)OCO3)c(OC)c1	-13	17	0	2	-4	0.5	-2	-9	1
C=C(C)C(=O)N1CC2(CC(c3cccc(NC(=O)c4ccccc4)c3)=NO2)C[C@@H]1C(N)=O (some centres not stated)	-2	6	8	1	-3	-2.4	0	-18	12
CCn1cc(C(=O)NCCCOC)c(=O)c2cc(S(=O)(=O)N3CCC(C)CC3)ccc21	-8	-6	2	8	4	0.3	-5	23	4
Cc1ccc(NC(=O)CNC(=O)c2ccccc2F)cc1Cl	4	-5	16	-2	1	4.0	1	-17	-10
O=[N+]([O-])c1ccc(Nc2ccccn2)c([N+](=O)[O-])c1	-19	2	0	-19	2	10	5	-7	6
CC(C)Oc1ccc(CNC(=O)CCC(=O)N2CCSc3ccccc32)cc1	7	27	17	-10	2	0.2	-3	26	11
COc1ccc(-c2nnc(SCC(=O)Nc3nc4ccccc4s3)n2C)cc1	-4	-16	1	6	-1	4.1	1	-6	6
Cc1ccccc1NC1=C(Cl)C(=O)OC1OC(=O)c1ccco1 (configuration not stated)	10	3	-5	-8	-3	0.8	-3	-1	4
CCOC(=O)C1(CC2CC2)CCN(S(=O)(=O)/C=C/c2ccccc2)CC1	-22	30	-35	-4	-2	2.3	-3	12	-15
CCCCn1c(-c2nn(C)cc2Cl)n[nH]c1=S	0	-4	9	-6	-1	1.2	4	-6	12
CCOC(=O)c1[nH]c(COC(=O)CCOc2ccccc2OC)c(C(=O)OCC)c1C	-3	10	21	-2	-3	3.4	-1	-18	10
CCOC(=O)C1CCN(S(=O)(=O)c2cccc(-c3cn4cc(C)ccc4n3)c2)CC1	7	26	14	-2	5	0.0	-3	10	27
Cc1ccccc1C(=O)c1c[nH]c(C(=O)NCC2CCCO2)c1 (configuration not stated)	7	-7	-22	-1	0	0.8	-2	-7	-4
c1ccc(Cc2nnc3sc(-c4cccs4)nn23)cc1	16	25	32	2	-4	-0.4	-1	14	25
Cc1cc(SCC(=O)Nc2ncc(Cl)cc2Cl)nc2ccccc12	-3	32	28	5	-1	2.8	-2	11	29
CC(C)CC(=O)NC(=S)NCCc1ccccc1	14	35	47*	0	-2	3.6	-1	11	46*
COc1cc(C2NC(=S)NC(C)=C2C(=O)c2ccccc2)ccc1O (configuration not stated)	4	19	16	-7	1	2.7	-2	4	12
CC(O)CNC(=O)c1ccc(-c2nn(C)c(=O)c3ccccc23)cc1 (configuration not stated)	8	17	2	0	1	1.1	-2	5	7
O=C(CCC1CCCN(C(=O)c2ccsc2)C1)NCc1ccc(F)c(F)c1 (configuration not stated)	6	10	-3	1	-4	0.9	1	-9	-11
O=C(Cc1ccc2c(c1)OCCO2)c1c(O)cc(O)cc1O	1	28	22	-1	-5	4.1	-1	26	14
COC(=O)C1=C(C)NC(C)=C(C(=O)OC)C1C(=O)OCC(=O)c1ccc(Br)cc1	9	15	22	7	-2	0.3	-2	-20	10
COc1ccc(/C(N)=N/OC(=O)C2CCC(=O)N2S(=O)(=O)c2ccc(C)cc2)cc1OC (configuration not stated)	-36	10	2	-19	6	1.3	1	74*	-32
Cc1ccc(S(=O)(=O)NC(Cc2c[nH]c3ccccc23)C(=O)O)cc1 (configuration not stated)	3	12	5	-3	1	3.7	1	-7	0
COc1ccc(CN2CCC(=O)N([C@H](CO)c3ccccc3)CC2)cc1	4	-6	-9	-9	-5	0.1	2	18	-4
CC(C)N1CCc2c(sc(NC(=O)c3cc(-c4cccs4)nc4ccccc34)c2C(N)=O)C1	46*	44	16	17	-15	3.8	-1	73*	24

High-throughput results (PubChem)
